# Screening results deposited in PubChem BioAssay by The Scripps Research Institute Molecular Screening Center.
# LYPLA2 inh = blocks human lysophospholipase 2, a PME1 counter-screen; AID 2177; 0.38% of 320,000 active; O95372; inhibition, % at 5.9 µM; recombinant LYPLA2, FP-Rh probe fluorescence polarization;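 active = inhibition above the screen-wide mean plus 3 SD, limit set per campaign, cut at about 26% in these data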;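 note: 0% = LYPLA2 with DMSO and 100% = wells lacking LYPLA2 enzyme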
# PREPL inhibitor = human PREPL enzyme inhibition; inhibition, % at 5.96 µM; 0.68% of 320,000 active; recombinant PREPL, fluorescence polarization activity-based probe; in the data active = inhibition above about 43%;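 note: 0% = enzyme with DMSO and 100% = wells lacking enzyme; many of its hits are not listed in these tables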
# PAFAH1B3 inh = inhibitors of human PAFAH1B3 | AID 492972 | Q15102 | recombinant PAFAH1B3, FP-rhodamine probe, fluorescence polarization | inhibition, % at 3.39 µM | 0.28% of 340,000 active;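 active = inhibition above the screen-wide average of all tested compounds plus 3 SD, cut at about 25% in these data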;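 note: 0% = enzyme with DMSO only and 100% = wells lacking PAFAH1B3 protein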
# LYPLA1 counter = counter-screen for PME1 inhibitors: inhibitors of human LYPLA1; recombinant LYPLA1, FP-Rh probe fluorescence polarization; inhibition, % at 5.9 µM; 0.16% of 320,000 active;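 active = inhibition above the mean of all tested compounds plus 3 SD, set per campaign, cut at about 14% in these data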;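 note: inhibitors block serine hydrolase probe labeling of LYPLA1 so polarization falls; 0% = enzyme with DMSO and 100% = wells lacking LYPLA1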
# GSTO1 inh = counter-screen for RBBP9 inhibitors: inhibitors of human GSTO1 | P78417 | recombinant GSTO1, activity-based probe fluorescence polarization | inhibition, % at 5.96 µM | 1.1% of 300,000 active;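 active = inhibition above the campaign mean inhibition plus 3 SD, cut at about 35% in these data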;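 note: 0% = GSTO1-1 with DMSO and 100% = wells lacking GSTO1-1 enzyme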
# PAFAH1B2 FP inh = blocks human PAF acetylhydrolase 1b catalytic subunit 2; recombinant PAFAH1B2, FP-rhodamine activity probe, fluorescence polarization; inhibition, % at 3.39 µM; 1.2% of 340,000 active; P68402;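 active = inhibition above the mean of all tested compounds plus 3 SD, cut at about 24% in these data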;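 note: 0% = enzyme with DMSO and 100% = wells lacking PAFAH1B2; many of its hits are not listed in these tables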
# PAFAH2 inh = inhibitors of human PAFAH2 | Q99487 | recombinant PAFAH2, FP-rhodamine activity probe, fluorescence polarization | inhibition, % at 3.39 µM | 0.99% of 340,000 active;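 active = inhibition above the mean over all tested compounds plus 3 SD, cut at about 30% in these data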;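 note: inhibitors block probe labeling of enzyme so polarization drops; 0% = enzyme with DMSO and 100% = wells lacking PAFAH2 protein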
# PAD4 inh = PAD4 (human) enzyme inhibition. recombinant PAD4, RCA probe fluorescence polarization. inhibition, % at 6.36 µM. AID 485272. 0.41% of 330,000 active;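 active = percent inhibition above a cutoff equal to the mean of all tested compounds plus 3 SD, cut at about 15% in these data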;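 note: 0% = PAD4 with RCA probe and DMSO and 100% = probe without PAD4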
# Target sequence (Q9UM07 whole entry, looked up): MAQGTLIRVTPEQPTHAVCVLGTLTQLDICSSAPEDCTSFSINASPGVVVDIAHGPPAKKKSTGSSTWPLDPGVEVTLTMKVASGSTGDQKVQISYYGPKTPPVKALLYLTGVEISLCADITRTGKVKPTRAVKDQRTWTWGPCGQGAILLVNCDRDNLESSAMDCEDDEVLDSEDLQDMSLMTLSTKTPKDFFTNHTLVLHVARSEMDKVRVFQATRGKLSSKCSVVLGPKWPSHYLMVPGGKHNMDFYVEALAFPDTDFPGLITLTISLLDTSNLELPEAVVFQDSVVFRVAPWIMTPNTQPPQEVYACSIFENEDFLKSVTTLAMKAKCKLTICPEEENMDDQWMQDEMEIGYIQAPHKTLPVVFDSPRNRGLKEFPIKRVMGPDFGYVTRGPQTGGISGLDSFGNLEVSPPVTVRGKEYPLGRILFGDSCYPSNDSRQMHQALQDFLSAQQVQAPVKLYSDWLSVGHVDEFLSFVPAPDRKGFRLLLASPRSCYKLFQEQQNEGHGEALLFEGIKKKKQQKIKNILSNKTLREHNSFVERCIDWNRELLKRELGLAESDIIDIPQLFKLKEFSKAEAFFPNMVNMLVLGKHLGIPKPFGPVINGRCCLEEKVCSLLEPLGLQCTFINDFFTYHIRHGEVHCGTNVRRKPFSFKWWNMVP
# pPAFAH inh = inhibitors of human plasma PAF acetylhydrolase (pPAFAH); Q13093; recombinant pPAFAH, FP-rhodamine probe fluorescence polarization; inhibition, % at 3.39 µM; 1.5% of 330,000 active; AID 463082;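 active = inhibition above the mean inhibition across the screen plus 3 SD, cut at about 25% in these data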;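 note: inhibitors block binding of the rhodamine activity-based probe so polarization drops; 0% = enzyme with DMSO and 100% = wells lacking pPAFAH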
# Numbers without * were called inactive; · = no result given. Some of the compounds tested (hit frequency here may not be typical).
# Each structure is followed by: LYPLA2 inh	PREPL inhibitor	PAFAH1B3 inh	LYPLA1 counter	GSTO1 inh	PAFAH1B2 FP inh	PAFAH2 inh	PAD4 inh	pPAFAH inh
COc1ccc(-c2ccc3nnc(SCC(=O)Nc4ccc(NC(C)=O)cc4)n3n2)cc1
 : -1	8	8	0	-8	-1	10	2	-6
Cc1ccc(S(=O)(=O)NC(CC(C)C)C(=O)N2CC(C)OC(C)C2)cc1 (centres undefined)
 : -2	-3	8	1	-2	-1	2	0	2
Cc1cccc(NC(=O)c2c(C)nn(-c3ccccc3)c2Cl)c1
 : 0	9	3	0	10	1	-1	-8	5
Cc1cc(NC(=O)COn2nnc3ccc(S(C)(=O)=O)cc32)ccc1Br
 : 2	-8	-1	-5	27	1	1	0	2
Cc1cc(F)ccc1S(=O)(=O)N(C(=O)c1ccncc1)c1ccc(OC(=O)c2ccncc2)cc1
 : 3	6	·	-2	-4	·	·	3	0
Cc1ccc(NC(=O)c2ccc(S(=O)(=O)N3CCCCC3)cc2)cc1
 : 0	12	6	0	5	1	-3	3	8
COc1ccc(-n2c(N)cc(=O)[nH]c2=O)cc1
 : -1	7	·	1	-16	·	·	-3	7
COc1ccc(CCNC(=O)CN2C(=O)NC(c3ccccc3)(c3ccccc3)C2=O)cc1
 : ·	3	-7	·	·	5	1	-3	0
Cc1ccc(S(=O)(=O)Oc2cccc(/C=N/n3cnnc3)c2)cc1
 : 3	6	11	-1	-2	24*	-9	-3	4
COc1cc(/C=C/C(=O)O)cc(S(=O)(=O)Nc2cccc(S(=O)(=O)N3CCOCC3)c2)c1OC
 : 8	-5	0	6	17	3	4	7	1
CC1=NN(C(C#N)c2ccc(F)cc2)C(c2ccccc2)C1 (centres undefined)
 : -6	-4	5	-2	8	9	7	5	-7
Cc1cc([N+](=O)[O-])ccc1NC(=O)c1cc2ccccc2o1
 : 2	22	4	-2	3	3	-2	1	1
COc1ccc(N2CCN(c3nc(C)c(C)c(=O)[nH]3)CC2)cc1
 : 0	15	0	1	0	-2	-13	-3	9
COc1ccc(-c2c(-c3ccc(OC)c(F)c3)c3ccccc3n2C)cc1
 : ·	24	9	·	·	-2	0	5	13
COc1ccc(NC(=O)CCCNC(=O)Cn2cnc3sc4c(c3c2=O)CCCC4)cc1OC
 : -5	5	-2	4	10	1	2	3	5

# Structures listed so far containing fluorine:
# Each structure is followed by: LYPLA2 inh	PREPL inhibitor	PAFAH1B3 inh	LYPLA1 counter	GSTO1 inh	PAFAH1B2 FP inh	PAFAH2 inh	PAD4 inh	pPAFAH inh
Cc1cc(F)ccc1S(=O)(=O)N(C(=O)c1ccncc1)c1ccc(OC(=O)c2ccncc2)cc1
 : 3	6	·	-2	-4	·	·	3	0
CC1=NN(C(C#N)c2ccc(F)cc2)C(c2ccccc2)C1 (centres undefined)
 : -6	-4	5	-2	8	9	7	5	-7
COc1ccc(-c2c(-c3ccc(OC)c(F)c3)c3ccccc3n2C)cc1
 : ·	24	9	·	·	-2	0	5	13

# The main list resumes, starting 3 compounds before the break.
# Each structure is followed by: LYPLA2 inh	PREPL inhibitor	PAFAH1B3 inh	LYPLA1 counter	GSTO1 inh	PAFAH1B2 FP inh	PAFAH2 inh	PAD4 inh	pPAFAH inh
COc1ccc(N2CCN(c3nc(C)c(C)c(=O)[nH]3)CC2)cc1
 : 0	15	0	1	0	-2	-13	-3	9
COc1ccc(-c2c(-c3ccc(OC)c(F)c3)c3ccccc3n2C)cc1
 : ·	24	9	·	·	-2	0	5	13
COc1ccc(NC(=O)CCCNC(=O)Cn2cnc3sc4c(c3c2=O)CCCC4)cc1OC
 : -5	5	-2	4	10	1	2	3	5
COC(=O)Cn1c(=NC(=O)C(C)C)sc2c(C)cc(C)cc21
 : 4	-5	-7	-1	7	9	1	4	8
Cc1ccc(F)cc1NC(=O)CN1CCN(c2ccccn2)CC1
 : 2	11	11	3	1	0	0	2	4
Cc1cccc(C)c1NC(=O)CNC(=O)Cc1ccc(Br)cc1
 : -3	-11	0	1	8	8	11	2	2
CCOc1ccc(Nc2nc(Cl)nc(N3CCN(c4ccc(OC)cc4)CC3)n2)cc1
 : 4	16	9	-1	5	-1	8	-5	5
CCC(=O)N1CCCc2cc(S(=O)(=O)N3CCCc4ccccc43)ccc21
 : 10	8	1	3	-7	7	7	-5	-2
O=C(Nc1ccc(N2CCN(C(=O)c3ccc(Cl)cc3)CC2)cc1)c1cccnc1
 : 48*	24	0	5	6	0	1	-5	7
CN(C)c1ccccc1C(=O)c1ccccc1N(C)C
 : -1	14	4	2	-2	3	4	-1	11
CN(C)c1ccc(NC(=O)CN2CCC(N3CCCCC3)CC2)cc1
 : 11	8	-5	0	5	0	-3	2	3
Oc1ccc(CNc2ccccc2O)cc1
 : 7	24	11	-3	42*	12	9	-16	23
Cc1ccccc1-c1nnn(CC(=O)N2CCN(S(=O)(=O)c3ccc(Cl)cc3)CC2)n1
 : -5	-5	8	-3	2	11	0	0	7
CC(C)CN1CCC(=O)N(CCC#N)CC1
 : 4	17	1	2	5	-4	1	3	0
COc1ccc(C(=O)NC2CC3CCCC(C2)N3CC(C)C)cc1 (centres undefined)
 : -2	-6	-6	1	-3	-2	1	-3	2
CCOCCCN1C(=O)C(=O)N(CC(=O)N2c3ccccc3NC(=O)CC2C)C1=O (centres undefined)
 : -2	8	2	0	·	-5	2	-5	-3

# Part of the list above, showing only LYPLA2 inh and PAFAH1B3 inh.
SMILES,LYPLA2 inh,PAFAH1B3 inh
O=C(Nc1ccc(N2CCN(C(=O)c3ccc(Cl)cc3)CC2)cc1)c1cccnc1,48*,0
CN(C)c1ccccc1C(=O)c1ccccc1N(C)C,-1,4
CN(C)c1ccc(NC(=O)CN2CCC(N3CCCCC3)CC2)cc1,11,-5
Oc1ccc(CNc2ccccc2O)cc1,7,11
Cc1ccccc1-c1nnn(CC(=O)N2CCN(S(=O)(=O)c3ccc(Cl)cc3)CC2)n1,-5,8
CC(C)CN1CCC(=O)N(CCC#N)CC1,4,1
COc1ccc(C(=O)NC2CC3CCCC(C2)N3CC(C)C)cc1 (centres undefined),-2,-6
